S3 lipid droplet – qHTS Assay for Lipid Storage Modulators in Drosophila S3 Cells; Drosophila S3 cells, BODIPY lipid droplet fluorescence, 18-24 h; cells fed with added oleic acid; lipid storage change, negative = inhibition, % at the top dose, mostly 46.1 µM; hits show Potency in µM; 320,000 tested, 0.64% active; active = well fitted inhibition curve with a large enough effect in the signal ratio, with a control signal flat, not every such curve was filed as active; inconclusive = small, poorly fitted or top-dose-only effect, or effect the other way, or a change in a side signal; the % refers to the signal ratio
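Laser-scanning cytometry quantifies lipid droplet accumulation (500–530 nm total intensity; droplet/cell object ratio) in oleic acid-fed (400 uM added) Drosophila S3 cells treated with a concentration series. 20 uM Triacsin C defined 100% inhibition.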
S3 lipid droplet cell count max – recorded beside S3 lipid droplet, whose call it bears; cell number change, %; measured here: cell count max response;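 cells counted by Cell Tracker Red CMTPX staining in the red channel; peak over a dose series mostly up to 46.1 µM; percent activity relative to internal control wells on each plate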
* hit, by the source's call; i = inactive; ? = inconclusive; / = no result given. % is set by controls: 0 for no effect and ±100 for the full control effect; potency is the fitted concentration of half-maximal effect.

SMILES | S3 lipid droplet | S3 lipid droplet cell count max
Cc1ncc(CN2CCN(CCc3ccccc3)C(CCO)C2)s1 (stereo not given) | 9.3% | /
Cc1cccc(S(=O)(=O)c2c(N)n(/N=C/c3ccco3)c3nc4ccccc4nc23)c1 | ? | /
O=C1CCCN1CCC12CC3CC(CC(C3)C1)C2 | 6.5% | -8.9
Cc1ccc(S(=O)(=O)CCC(=O)NCCN2C(=O)S/C(=C/c3ccc(F)cc3)C2=O)cc1 | -2.8% | 4.7
O=C(NNc1cccc(Cl)n1)C1CC1 | ? | /
CCOC(=O)C1=C(N)N2C(=O)CSC2=C(C(=O)OC)C1 | 17.8% | 0.7
CSc1nc2ccccc2cc1/C=C(\C#N)c1cccc(C)c1 | 23.4% | 10.9
COc1ccc(N2CCN(C(=O)C3Cc4ccccc4CN3C(=O)c3ccco3)CC2)cc1 (stereo not given) | 14.8% | -6.8
O=C(CN(Cc1ccc(F)cc1)C(=O)CCC(=O)Nc1nccs1)NCc1ccc(F)cc1 | ? | /
Cc1cccc2nc(CSc3nc4ccc([N+](=O)[O-])cc4[nH]3)c(Br)n12 | -10.3% | -0.9
CCOC(=O)CSC1=Nc2ccccc2C2=NC(CC(=O)NCc3ccc4c(c3)OCO4)C(=O)N12 (stereo not given) | ? | /
Nc1c(C(=O)c2cccs2)sc2nsc(SCCN3CCCCC3)c12 | 13µM* | 11.5*
COc1cc(CNCc2cccs2)ccc1OCc1ccccc1 | -10.4% | 17.8
COc1cccc(NC(=S)N(CCN(C)C)C(C)c2ccncc2)c1 (stereo not given) | ? | /
CCCc1nnc(NC(=O)CCC(=O)NCCc2ccc(OC)c(OC)c2)s1 | -7.5% | 10.7
Cc1sc(NC(=O)CN(Cc2ccccc2)C(=O)C2CC2)c(C(N)=O)c1C | -16.9% | -10.1
CC(C)(C)c1cc(NCc2ccccn2)n2ncc(-c3ccc(Cl)cc3)c2n1 | -0.5% | 5.0
CCOC(=O)C1CCN(C(=O)c2cccc(NC3=NC4CS(=O)(=O)CC4S3)c2)CC1 (stereo not given) | ? | /
COc1ccc(-n2c(=O)cc(N3CCN(c4ccccc4OC)CC3)[nH]c2=O)cc1 | ? | /
Cn1nc(-c2ccc(C(=O)NCC3CCCO3)cc2)c2ccccc2c1=O (stereo not given) | ? | /
O=C(CCc1nc2sc3c(c2c(=O)[nH]1)CCCC3)NCCOc1ccccc1 | ? | /
COc1cccc(NC(=O)CCC2CCN(C(=O)c3sccc3C)CC2)c1 | 4.4% | 1.8
CCNC(=S)N1CCN(S(=O)(=O)c2cccc(C(F)(F)F)c2)CC1 | ? | /
Cc1cccc(CN2CCN(C(c3ccccc3)c3ccc(Cl)cc3)CC2)c1 (stereo not given) | ? | /
Cc1cc(=O)oc2cc(Oc3ncccn3)ccc12 | i | /
CCN(CC)C(=O)Cn1c(=O)oc2ccccc21 | ? | /
O=C(c1ccccc1O)N1CCOCC1 | 7.6% | -0.6
CC(=O)Nc1cccc(-c2csc(Nc3ccccn3)n2)c1 | -6.6% | -15.8
CC(OC(=O)c1nsc(Cl)c1Cl)C(=O)NCc1ccco1 (stereo not given) | -3.4% | 3.7
O=C(COC(=O)C1CCN(c2ccc(C(F)(F)F)cn2)CC1)NCc1ccc(F)cc1 | ? | /
COc1ccc(OC)c2nc(-c3ccc4c(c3)OCO4)ccc12 | 10.5% | 12.1
CSc1ccccc1C(=O)Nc1cccc([N+](=O)[O-])c1C | 22.1% | 14.8
Cc1cccc(NC(=O)CN2CCN(CC(=O)Nc3cccc(C)c3)CC2)c1 | 14.9% | -15.1
O=C(NC1CCN(C(=O)N2c3ccccc3Sc3ccccc32)CC1)c1ccccc1F | -3.0% | 17.0
O=S(=O)(c1cccc2nonc12)N1CCN(c2ccc(F)cc2)CC1 | ? | /
O=[N+]([O-])c1ccc(NCCCNS(=O)(=O)c2ccc(Cl)cc2)c(Cl)c1 | -20.3% | -14.4
O=C(Nc1cccc(S(=O)(=O)N2CCCCCC2)c1)c1ccc2ccccc2n1 | -15.7% | 0.0
O=C(COC(=O)c1cccc(S(=O)(=O)N2CCc3ccccc32)c1)Nc1ccc(Cl)cn1 | -3.5% | 18.8
Oc1[nH]c2ccc(Br)cc2c1N=NC(=S)NCC1CCCO1 (stereo not given) | -11.7% | -3.5
O=S(=O)(c1ccc2c(c1)OCCO2)N1CCC(O)(c2ccc(Cl)cc2)CC1 | i | /
O=C(N/N=C/c1cccc([N+](=O)[O-])c1)c1cc(-c2ccc3c(c2)OCO3)n[nH]1 | ? | /
CC(=O)c1ccc(-n2c(-c3cc(-c4ccsc4)n[nH]3)n[nH]c2=S)cc1 | 0.4% | 16.5
c1ccc(NC2=NCCN2CCCC2CCCC2)cc1 | ? | /
CCC(c1nnc(SCCNCCO)n1CCN1CCOCC1)N(C)C (stereo not given) | ? | /
COc1cccc(C(=O)O/N=C2\CCS(=O)(=O)c3sccc32)c1 | ? | /
CCCCC1=NN(C(=O)c2cccnc2)C(O)(C(F)(F)F)C1 (stereo not given) | ? | /
Cc1cc(NC(=O)Cn2nc(C(F)(F)F)c3c2CCC3)n(-c2ccccc2)n1 | ? | /
CCOc1ccc(CCNC(=O)COC(=O)c2ccc(S(C)(=O)=O)cc2)cc1OCC | ? | /
CCCNC(=O)CSc1ccc(S(=O)(=O)N2CCCC2)cn1 | -3.6% | 3.5
Cc1ccn2cc(CCNC(=O)c3ccc(Br)o3)nc2c1 | i | /
O=C(c1ccc([N+](=O)[O-])c(CS(=O)(=O)c2ccc(Cl)cc2)c1)N1CCCC1 | i | /
Cc1cc(C)nc(N/N=C/c2cc(Br)ccc2O)n1 | 8.9% | -16.3
CCOC(=O)C(=CNc1cc(OC)ccc1-n1cccc1)C(=O)OCC | 6.9% | 2.3
O=S(=O)(/C=C/c1ccccc1)Nc1ccc(F)cc1 | i | /
COC(=O)c1cccn(CC(=O)c2ccc(Cl)cc2Cl)c1=O | -8.7% | -18.9
CC(C)(C)NC(=O)Nc1nnc(SCC(=O)NC2CCCCC2)s1 | ? | /
CCCCC(=O)Nc1ccc2c(c1)OCCO2 | ? | /
C(=C\c1ccccc1)/CN1CCN(Cc2ccc3c(c2)OCCO3)CC1 | i | -18.1
COc1ccc(C(=O)Nc2ccc(OC)c([N+](=O)[O-])c2)cc1Br | 5.5% | -14.4
OC(COc1cccc2ccccc12)CN1CCN(c2ccccc2)CC1 (stereo not given) | ? | /

The final 3 records of the part before open the next one.
SMILES | S3 lipid droplet | S3 lipid droplet cell count max
C(=C\c1ccccc1)/CN1CCN(Cc2ccc3c(c2)OCCO3)CC1 | i | -18.1
COc1ccc(C(=O)Nc2ccc(OC)c([N+](=O)[O-])c2)cc1Br | 5.5% | -14.4
OC(COc1cccc2ccccc12)CN1CCN(c2ccccc2)CC1 (stereo not given) | ? | /
CC(=O)N1CCN(CC(=O)Nc2c(Cl)cccc2Cl)CC1 | 13.5% | 16.9
CCOc1ccc(NC(=O)c2cc3cc4ccc(C)cc4nc3o2)cc1 | 6.2% | 7.4
Cc1cc(=O)oc(C)c1C(=O)NCCCN1CCN(c2ccc(F)cc2)CC1 | 9.8% | 2.4
CC(=O)c1c(C)oc2ccc(NS(=O)(=O)c3ccc(C)cc3)cc12 | ? | /
O=C(O)CSc1nnc(COc2ccc(Br)cc2)n1-c1ccccc1 | 22.6% | 8.4
O=C(Nc1nc(-c2ccccc2)cs1)c1ccco1 | -11.7% | -3.9
Cc1ccccc1NCCNc1ccccc1C | -6.9% | -19.7
COCCn1nnnc1CN(CCc1ccc(OC)c(OC)c1)Cc1cc2ccc(C)cc2[nH]c1=O | ? | /
CS(=O)(=O)N(CC(N)=O)c1ccc(F)c(Cl)c1 | -15.7% | -11.6
C#CCOCCOCCOCCNc1nc(N2CCN(C(=O)[C@H]([C@@H](C)O)n3cc(CCCCN)nn3)CC2)nc(N2CCN(C(=O)[C@H]([C@@H](C)CC)n3cc(CCCCN)nn3)CC2)n1 | ? | /
Nc1nnnn1/N=C/c1cccc(OCc2ccccc2Cl)c1 | ? | /
COC(=O)c1cccc(C(=O)N2CCC(CO)(Cc3ccccc3Cl)CC2)c1 | -13.4% | 7.4
CCNC(=O)NC(=O)C(C)OC(=O)c1cc(S(=O)(=O)N2CCCCCC2)ccc1OC (stereo not given) | ? | /
CC(=O)NC(=S)Nc1cccc2ccc(C)nc12 | -6.1% | -4.9
Cn1nnc(NC(=O)COc2ccc(C3CCCCC3)cc2)n1 | ? | /
COc1c(C)cccc1C(=O)Nc1cc(Cl)ccc1N1CCOCC1 | ? | /
COC(=O)C(C(=O)OC)N1C(=O)CCC1=O | ? | /
COc1ccc(/C=N/NC(=O)CN2CCCCCCC2)c(C)c1C | ? | /
COc1ccc(N(CC(=O)N2CCN(Cc3ccccc3)CC2)S(=O)(=O)c2ccccc2)cc1 | ? | /
O=C(N/N=C/c1ccc2nccnc2c1)c1ccncc1 | 13.0% | -8.5

Filtered by structure: the compounds so far containing a CF3 group (4)
SMILES | S3 lipid droplet | S3 lipid droplet cell count max
CCNC(=S)N1CCN(S(=O)(=O)c2cccc(C(F)(F)F)c2)CC1 | ? | /
O=C(COC(=O)C1CCN(c2ccc(C(F)(F)F)cn2)CC1)NCc1ccc(F)cc1 | ? | /
CCCCC1=NN(C(=O)c2cccnc2)C(O)(C(F)(F)F)C1 (stereo not given) | ? | /
Cc1cc(NC(=O)Cn2nc(C(F)(F)F)c3c2CCC3)n(-c2ccccc2)n1 | ? | /

New compounds follow:
SMILES | S3 lipid droplet | S3 lipid droplet cell count max
C#CCN(Cc1ccco1)C(=O)c1cc(COc2ccc(F)cc2Cl)on1 | -23.3% | -10.9
COC(=O)c1ccc(CO/N=C(\NC(C)=O)c2nonc2NC(C)=O)cc1 | 20.8% | 3.5
Cc1ccc2c(c1)N(C(=O)CCC(=O)NCc1cccnc1)CC(C)O2 (stereo not given) | 15.2% | 11.8
O=[N+]([O-])C1=CC=C2C(=NC3(CCCCC3)N2O)C1=NCCc1ccccc1 | -6.3% | -16.0
S=C(NCC1CCCCC1)Nc1ccc(Oc2ccccc2)cc1 | ? | /
Cc1c(CCC(=O)NCCCn2ccnc2)c(=O)oc2cc3oc4c(c3cc12)CCCC4 | ? | /
C/C(=N\Nc1ccc(Cl)cc1)c1c(O)cc(C)oc1=O | ? | /
CC(=O)N1CCN(S(=O)(=O)c2ccc(C)c([N+](=O)[O-])c2)C1C(C)C (stereo not given) | 1.3% | 4.5
Fc1cccc(CSc2ccc3nnc(-c4ccccn4)n3n2)c1 | ? | /
Cc1cccc(NC(=S)N2CCN(c3cc(C)ccc3C)CC2)c1 | ? | /
Cc1ccc(N=Cc2ccc(N(C)C)cc2)cc1 | ? | /
CCCNc1nc(-c2ccccc2)c(C(=O)OCC)cc1C#N | ? | /
CC(=O)N1CCN(C(=O)C2(NC(=O)Nc3ccccc3Cl)CCCCC2)CC1 | 13.9% | -6.3
O=C(Nc1ccc(Br)cn1)c1ccc([N+](=O)[O-])o1 | -13.5% | -16.9
COc1cc(C(=O)N2CCN(C(=O)Cc3ccccc3)CC2)cc(OC)c1OC | ? | /
COc1cccc(CNC(=O)CN(C)S(=O)(=O)c2ccc3c(c2)n(C)c(=O)c(=O)n3C)c1 | ? | /
CC(C)CC1=C/C(=C/c2ccc(-c3ccccc3)o2)C(=O)O1 | 24.9% | -6.1
NS(=O)(=O)c1ccc(CCNC2CC(=O)N(CCc3ccccc3)C2=O)cc1 (stereo not given) | -4.0% | 0.7
O=C(CS(=O)(=O)c1ccccc1)N1CCc2ccccc21 | -1.9% | 7.7
O=C(/C=C/NNC(=O)c1cccc(Br)c1)c1cccc(Br)c1 | i | /
COc1ccc(NC(=O)Cc2nnc(SCC(=O)Nc3nccs3)n2C)cc1 | ? | /
Cc1ccccc1CN1CCN(S(=O)(=O)c2cccs2)CC1 | ? | /
O=C(CN1CCN(S(=O)(=O)N2CCCCC2)CC1)Nc1ccc(Br)cc1 | ? | /
CC(=O)Oc1c(Br)cc(N(C(C)=O)S(=O)(=O)c2ccccc2)c2ccccc12 | ? | /
CCC(=O)N1CCc2cc(Br)cc(S(=O)(=O)N(C)c3ccc(OC)cc3)c21 | i | 14.8
Cc1ccccc1C(=O)c1cccn1CC(=O)NCCCN1CCc2ccccc2C1 | -0.9% | 0.7
Cn1c(NC(=O)C[n+]2cc(-c3ccc(Cl)c(Cl)c3)n3c2CCC3)cc(=O)n(C)c1=O | ? | /
Cc1ccc(NC(=O)C2CC(=O)N(Cc3ccco3)C2)cc1 (stereo not given) | ? | /
CCOC(=O)C(C)Oc1cc(Cl)c(C=O)cc1OC (stereo not given) | -13.9% | -6.3
NC(N)=N/N=C/c1ccc(OCc2ccc(Cl)cc2Cl)cc1 | ? | /
CCc1ccc(N(C(=O)c2ccco2)C(C(=O)NC2CCCC2)c2cccnc2)cc1 (stereo not given) | ? | /

Six compounds picked at random from those above:
SMILES | S3 lipid droplet | S3 lipid droplet cell count max
Cc1cccc2nc(CSc3nc4ccc([N+](=O)[O-])cc4[nH]3)c(Br)n12 | -10.3% | -0.9
Cc1ccc(N=Cc2ccc(N(C)C)cc2)cc1 | ? | /
CCCCC(=O)Nc1ccc2c(c1)OCCO2 | ? | /
OC(COc1cccc2ccccc12)CN1CCN(c2ccccc2)CC1 (stereo not given) | ? | /
CC(=O)Oc1c(Br)cc(N(C(C)=O)S(=O)(=O)c2ccccc2)c2ccccc12 | ? | /
Cc1ccccc1NCCNc1ccccc1C | -6.9% | -19.7

An excerpt; count on the stated rates, not on these rows.
